# Assay outcomes from PubChem.
# hcDAF-12 act: activates DAF-12 receptor from parasite H. contortus; HEK293 hcDAF-12 lit1-tk-luc reporter, luminescence; 0% DMSO, 100% Δ7-dafachronic acid; activation, % at 6.8 µM; 370,000 tested, 1.4% active;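 active = activation above the mean of all tested compounds plus 3 SD, cut at about 5.5% in these data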;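 note: 100% = response to 3 µM Δ7-dafachronic acid high control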
# ADAM10 inh: inhibits human ADAM10; O14672; recombinant ADAM10, EDANS/DABCYL FRET peptide cleavage, 3 h; inhibition, % at 7 µM; 370,000 tested, 0.62% active; AID 720582;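 active = inhibition above a per-campaign cutoff equal to the mean of compounds falling between control-based bounds plus 3 SD, cut at about 20% in these data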;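 note: 0% = DMSO wells while the 100% control is not disclosed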
# Target sequence (O14672 214-748 limits assumed): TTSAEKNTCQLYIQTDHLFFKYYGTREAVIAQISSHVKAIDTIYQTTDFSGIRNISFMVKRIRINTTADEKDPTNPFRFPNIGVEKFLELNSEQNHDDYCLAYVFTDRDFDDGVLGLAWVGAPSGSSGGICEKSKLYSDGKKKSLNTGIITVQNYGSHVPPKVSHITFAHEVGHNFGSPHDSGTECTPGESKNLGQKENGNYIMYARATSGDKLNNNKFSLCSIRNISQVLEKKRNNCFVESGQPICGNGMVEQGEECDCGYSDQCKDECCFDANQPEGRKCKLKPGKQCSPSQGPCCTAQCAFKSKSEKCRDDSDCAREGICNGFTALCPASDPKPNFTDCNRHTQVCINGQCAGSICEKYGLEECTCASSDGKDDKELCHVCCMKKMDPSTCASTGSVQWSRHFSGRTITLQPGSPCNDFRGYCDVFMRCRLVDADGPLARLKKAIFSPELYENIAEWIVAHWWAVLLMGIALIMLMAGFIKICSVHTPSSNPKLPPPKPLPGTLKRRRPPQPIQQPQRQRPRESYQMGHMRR
# SMARCA2 act: increases SMARCA2 function in MMTV reporter cells; AID 652017; 370,000 tested, 1% active; MG213 cells, MMTV-luciferase reporter, dexamethasone, overnight; activation, % at 9.1 µM; in the data active = activation above about 7.8%;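 note: 0% = vehicle wells and 100% = reference activator wells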
# NPR1 activator: GC-A (human) enzyme activation; P16066; HEK293 GC-A cells, cGMP TR-FRET, EC30 ANP; 0% at EC30 ANP, 100% saturating ANP; activation, % at 10 µM; 370,000 tested, 0.14% active; in the data active = activation above about 40%
# ssDAF-12 act: activates DAF-12 receptor from parasite S. stercoralis; HEK293 ssDAF-12/GRIP1 lit1-tk-luc reporter, luminescence; % of 3 µM dafachronic acid response; activation, % at 6.8 µM; 370,000 tested, 1% active; AID 652126;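 active = activation above the mean over all tested compounds plus 3 SD, cut at about 0.9% in these data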;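 note: 0% = DMSO-only wells and 100% = 3 µM delta7-dafachronic acid wells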
# DAX1 inh-1: blocks DAX1 repression of SF-1 activated StAR promoter | inhibition, % at 6.8 µM | AID 652010 | HEK293T StAR-luciferase reporter, SF-1/DAX-1 repression relief | 370,000 tested, 1.1% active;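 active = inhibition above the mean over all tested compounds plus 3 SD, cut at about 3.6% in these data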;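 note: 0% = DAX-1 cells with DMSO and 100% = cells lacking DAX-1 with DMSO; higher inhibition means more luminescence from relief of DAX-1 repression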
# HGIII-sPLA2 inh: Inhibits HGIII-sPLA2 liposome hydrolysis, primary screen | Q9NZ20 | 370,000 tested, 0.56% active | AID 743126 | inhibition, % at 12.2 µM | QFRET BODIPY PC-A2 liposome hydrolysis, fluorescence;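 active = inhibition above mean plus 3 SD of compounds lying within the high and low control bounds, cut at about 19% in these data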;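 note: 0% = median of test compound wells and 100% = no enzyme DMSO wells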
# Target sequence (Q9NZ20 whole entry, looked up): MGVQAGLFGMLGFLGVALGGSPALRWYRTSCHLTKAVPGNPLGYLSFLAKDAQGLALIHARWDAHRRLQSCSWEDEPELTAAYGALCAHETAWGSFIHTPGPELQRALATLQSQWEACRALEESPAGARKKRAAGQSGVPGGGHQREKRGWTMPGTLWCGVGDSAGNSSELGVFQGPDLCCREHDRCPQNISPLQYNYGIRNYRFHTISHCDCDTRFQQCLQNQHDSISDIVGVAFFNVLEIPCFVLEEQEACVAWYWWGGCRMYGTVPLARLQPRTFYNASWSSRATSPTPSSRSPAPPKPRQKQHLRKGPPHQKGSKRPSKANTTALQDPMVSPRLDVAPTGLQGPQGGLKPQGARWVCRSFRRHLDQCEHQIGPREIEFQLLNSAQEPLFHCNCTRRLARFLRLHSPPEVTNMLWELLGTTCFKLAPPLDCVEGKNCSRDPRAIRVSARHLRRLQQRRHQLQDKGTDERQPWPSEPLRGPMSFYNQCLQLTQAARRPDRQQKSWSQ
# DAX1 inh-2: NR0B1 (DAX1) inhibition | P51843 | HEK293 Gal4-DAX1 luciferase reporter, luminescence | AID 504766 | 340,000 tested, 0.99% active | inhibition, % at 6.75 µM;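 active = inhibition above the mean over all tested compounds plus 3 SD, cut at about 4.2% in these data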;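 note: 0% = DAX1-transfected cells with DMSO and 100% = empty-vector control cells with DMSO; inhibition shows as a rise in luminescence from relieved DAX1 repression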
# FXN GAA850 act: frataxin GAA850 promoter activation. HEK293 lucGAA850 FXN promoter luciferase reporter, 24 h; percent of 10 µM SAHA response. activation, % at 6 µM. 360,000 tested, 0.56% active. AID 540364;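 active = activation above the average of all compounds screened plus 3 SD, cutoff fixed separately per campaign, cut at about 7.5% in these data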;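 note: 0% = DMSO wells and 100% = 10 µM SAHA wells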
# hgDAF12 agonist: agonists of H. glycines DAF-12 nuclear receptor; activation, % at 6.8 µM; 370,000 tested, 1.8% active; HEK293 GAL4-hgDAF12 UAS-luciferase reporter, agonist luminescence; normalized to butyrate control;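 active = activation above a cutoff set at the mean of all screened compounds plus 3 SD, cut at about 10% in these data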;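 note: 0% = DMSO wells and 100% = sodium butyrate wells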
# NPR2 activator: GC-B (human) receptor activation; P20594; HEK293-GC-B cells, CNP EC30, cGMP TR-FRET; 0% at EC30 CNP, 100% saturating CNP; activation, % at 10 µM; 370,000 tested, 0.11% active; AID 1920062;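 active = activation at 10 µM reaching about 35% in either raw or pattern-adjusted values, limit read from the data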
# The depositor's hits bear a star; nt = no result given.
SMILES,hcDAF-12 act,ADAM10 inh,SMARCA2 act,NPR1 activator,ssDAF-12 act,DAX1 inh-1,HGIII-sPLA2 inh,DAX1 inh-2,FXN GAA850 act,hgDAF12 agonist,NPR2 activator
CC(C)NC(=O)CSc1nnc(-c2ccc(F)cc2)c2ccccc12,-0.6,-3,0,nt,-1.7,-0.8,-5,0.8,-0.6,-4.7,nt
COc1ccc(/C=N/NC(=O)Cc2n[nH]c(=O)[nH]c2=O)cc1,-0.1,3,-1,-2,-1.7,-0.1,1,-0.7,2.8,-0.9,1
O=C(COC(=O)C1(c2cccc(F)c2)CCCC1)NCc1cccs1,-0.2,-3,-1,-1,-1.3,0.1,-2,0.4,2.3,-3.5,-1
CCOC(=O)CSC1=N/C(=C\c2ccc(OC)c(OC)c2)C(=O)N1C,-0.5,-6,-1,1,-1.1,-0.2,14,-1.6,3.0,-1.0,0
CC(=O)C(C)n1cnc2scc(-c3ccc(C)cc3)c2c1=O (stereo unspecified),0.9,6,-1,1,-1.4,-0.8,1,-0.2,-0.2,-2.6,9
O=C(OCc1cn(Cc2cccc(C(F)(F)F)c2)nn1)N1CCOCC1,-2.5,-1,-2,0,-0.4,-0.3,3,nt,nt,-1.1,-2
Cc1ccc(C(=O)OCC(=O)NCCc2ccccc2)cc1C,-0.4,-12,4,3,-1.4,2.4,0,1.0,0.4,-0.1,-6
CCOC(=O)c1cc(NC(=O)c2ccc(C)cc2)c(=O)oc1C(F)(F)F,0.5,-5,2,-1,-0.3,0.3,-6,-1.3,1.4,5.9,-2
Cc1c(NC(=O)c2ccc(F)c(S(=O)(=O)N3CCOCC3)c2)c(=O)n(-c2ccccc2)n1C,-1.3,4,1,4,-0.7,0.3,1,0.6,-3.2,4.3,9
CCc1cccc2c(=O)c(C(=O)NCCCOC)c[nH]c12,1.2,-2,0,6,-1.6,-0.7,-2,0.0,-1.8,-0.8,1
CCCN1CCN(C(=O)c2ccc3nc(CC)c(CC)nc3c2)CC1,-1.0,-9,-2,4,-0.5,0.5,0,2.1,1.9,1.1,2
CC1(C)CC(=O)C(CO)=C(c2cccc3ccccc23)C1=O,-1.0,2,0,0,-1.3,-0.1,3,0.1,1.2,2.2,0
C=C1CCN(Cc2ccccc2)S(=O)(=O)c2ccccc21,0.5,6,-1,-2,-1.2,0.1,10,1.5,-0.3,-0.5,-2
CCOC(=O)/C(=C/C=C/c1ccccc1)NC(=O)c1ccccc1,-0.2,6,-2,1,-1.8,-0.4,-2,0.7,0.8,0.5,-7
Cc1ccc(S(=O)(=O)NCCC(=O)NNC(=O)c2ccccc2O)cc1C,0.4,-97,0,1,0.3,0.0,-3,-0.6,-0.4,-2.3,3

# Copied from the list:
# Result of CCOC(=O)/C(=C/C=C/c1ccccc1)NC(=O)c1ccccc1 in NPR2 activator: -7
# Result of C=C1CCN(Cc2ccccc2)S(=O)(=O)c2ccccc21 in hcDAF-12 act: 0.5

# Additional structures follow.
SMILES,hcDAF-12 act,ADAM10 inh,SMARCA2 act,NPR1 activator,ssDAF-12 act,DAX1 inh-1,HGIII-sPLA2 inh,DAX1 inh-2,FXN GAA850 act,hgDAF12 agonist,NPR2 activator
O=C(NCc1ccccc1Cl)C1CCCN(S(=O)(=O)c2cccc3nsnc23)C1 (stereo unspecified),0.1,-2,-3,-4,-0.5,-0.1,-7,0.6,-0.9,0.4,9
CCCCCCc1cc2cc(-c3nnc(-c4ccccc4O)o3)c(=O)oc2cc1O,-0.5,-16,8,10,-0.9,0.1,3,-0.4,1.7,-1.7,10
CCc1ccc(OCCNC(=O)c2cccs2)cc1,-0.5,5,0,0,-1.5,-0.6,-2,0.2,3.6,0.5,1
CC(OC(=O)c1ncc(Cl)c(Cl)c1Cl)C(=O)NC1(C#N)CCCCC1 (stereo unspecified),0.8,1,-1,-3,-0.4,0.2,-4,0.3,0.7,2.3,9
CCOc1ncccc1C(=O)OCc1csc(CC(=O)Nc2ccccc2C)n1,-1.6,-19,-1,2,-1.6,1.7,-36,-0.9,0.6,1.5,-3
CC(C)(C)NC(=O)CSc1nc2scc(-c3ccccc3)c2c(=O)[nH]1,-1.6,4,5,-1,-0.9,-0.2,-13,-0.5,0.1,1.2,0
O=C1O/C(=C/c2ccccc2)N=C1c1ccccc1,-1.4,-2,3,-13,-1.1,0.3,-1,0.9,1.5,-2.0,-6
C/C=C/C(=O)OCC(=O)Nc1cc(-c2cc(C)c(C)cc2C)nn1-c1ccccc1,-1.9,4,-3,-1,-1.1,-0.8,-14,-0.5,2.3,-2.0,-1
C/C(=N\Nc1ncc(Cl)cc1Cl)c1ccc(S(=O)(=O)NCc2ccco2)cc1,2.5,0,2,-8,-0.9,1.0,-1,1.5,6.3,9.4,-3
COC(=O)C1CN(Cc2cn(Cc3ccc(OC)cc3)nn2)CCS(=O)(=O)N1Cc1ccc(F)cc1 (stereo unspecified),-0.2,1,-1,-3,-1.5,-0.8,-3,nt,nt,-1.0,-1
Oc1cccnc1SCc1ccccc1,0.5,9,0,0,-1.1,0.2,9,1.4,2.5,3.2,4
COC(=O)c1ccc(/C=C/c2c(-c3ccc(OC)cc3)oc3ccccc23)cc1,-1.1,-17,-1,-8,-0.9,-0.3,-2,1.7,1.1,1.7,-23
CCn1cnc2sc(C(=O)Oc3cccc(C)c3)c(C)c2c1=O,-1.7,1,11*,6,-0.9,-0.2,4,1.9,2.9,0.2,-3
CCc1nc(SCC(=O)c2ccc(C)c(C)c2)n[nH]1,-1.3,-1,1,1,-1.3,0.0,-16,2.7,1.9,1.1,2
COC(=O)[C@H](Cc1ccccc1)NC(=O)NCc1ccc(S(N)(=O)=O)cc1,0.6,-5,0,-1,-2.2,0.2,-4,-1.0,-1.6,0.2,-1
COCCn1c(SCC(=O)Nc2ccc(C(C)=O)cc2)nc2c([nH]c3ccccc32)c1=O,3.3,-12,-3,-1,0.2,-1.1,7,3.5,-5.3,0.8,2
NNC(=O)CNC(c1ccccc1)c1cc(Br)ccc1NC(=O)c1cccc(Cl)c1 (stereo unspecified),-0.5,14,-3,-22,-0.2,-0.2,-9,-0.5,1.9,-2.2,-15
Cc1cc(NS(=O)(=O)c2ccc(NC(=O)Cc3ccc(Cl)c(F)c3)cc2)no1,-3.3,-10,1,-1,-1.6,-0.6,-22,nt,nt,-0.8,3
N/C(=N\OC(=O)COc1ccc([N+](=O)[O-])cc1)c1ccncc1,-1.4,-3,0,0,-1.1,-0.1,6,0.0,3.1,0.3,-3
Cc1oc(-c2cc3c(cc2Cl)OCO3)nc1CN1CCCC(C(=O)N2CCOCC2)C1 (stereo unspecified),-0.2,2,-3,-1,-1.1,0.1,0,1.1,-1.2,1.4,7
Cc1c(OCC(=O)NC(Cc2ccc(Cl)cc2)C(=O)O)ccc2c3c(c(=O)oc12)CCCC3 (stereo unspecified),1.4,-53,1,-1,-0.5,1.2,-3,0.6,0.7,0.0,-1
CC(=O)N(CC(=O)O)c1ccccc1C(=O)O,-1.1,-1,0,-5,-0.8,1.3,0,-0.3,2.0,1.3,3
O=[N+]([O-])c1ccc2nc(-c3ccc(Cl)cc3)n(OCc3ccccc3)c2c1,2.1,6,11*,12,0.3,2.5,4,1.7,3.8,9.3,16
O=C(CC1C(=O)NCCN1Cc1cccc(Oc2ccccc2)c1)NCCc1cnccn1 (stereo unspecified),-0.3,-12,-3,5,-1.4,-0.1,2,-1.7,3.7,1.2,5
CCOC(=O)c1c(NC(=O)CSc2nnc(-c3ccncc3)n2Cc2ccco2)sc(C)c1C,-1.0,-6,-4,-2,-0.2,-0.3,-7,-1.1,-0.2,0.7,7
COc1ccc(C(=O)Nc2ccc(S(=O)(=O)N3CCOCC3)cc2)cc1OC,-2.0,-5,0,3,-1.5,-0.3,-8,0.6,1.0,-0.5,-3
N#Cc1cc2sc3nnc(-c4ccncc4)n3c2cc1C#N,0.6,-6,-1,11,-1.3,-1.6,0,-2.4,2.3,-1.2,-8
CN1CCN(c2ncnc3c2ncn3[C@H]2CN(Cc3cccnc3)C[C@@H](CO)O2)CC1,-0.3,0,1,3,-1.5,0.5,2,nt,-0.6,0.2,-2
CCCCNC(=O)c1nc(C2CCN(S(=O)(=O)c3ccccc3)CC2)oc1-c1cccc(C(F)(F)F)c1,-0.1,-5,-3,-3,-1.1,-0.8,8,nt,nt,-1.2,-6
Nc1[nH]nc2c1NN(c1ccc(Cl)cc1Cl)N2,0.0,2,0,3,-1.3,-0.5,-3,1.1,-0.2,1.1,0
CC1(C)Oc2ccc3ccc(=O)oc3c2/C(=C/N)C1=O,0.0,-3,-4,-3,-1.8,0.4,8,0.0,1.0,0.2,6
NC(=O)C1CCN(C(=O)Cc2ccc([N+](=O)[O-])cc2)CC1,1.8,-6,-2,1,-1.1,0.3,-1,0.0,4.7,-1.6,3
O=C(CSc1nc2ccccc2c(=O)n1-c1ccc(Cl)cc1)NNC(=S)Nc1ccccc1,-0.1,19,4,-2,-2.2,-1.1,33*,nt,nt,0.7,-3
O=C(c1cn2ccccc2n1)N1CCCC(Nc2ccc(F)c(F)c2)C1 (stereo unspecified),-0.1,1,-2,8,-0.2,-0.1,0,0.0,1.9,-1.8,9
Cc1ccc(-c2nc(C(=O)NC3CCCCCC3)no2)cc1,-0.8,-8,1,2,-0.9,0.8,4,0.5,0.0,4.1,-1
O=C(CCc1nc(-c2ccccc2Cl)no1)NCc1ccco1,-2.1,-13,-2,1,-1.4,-0.6,1,0.7,0.0,1.4,2
COC1CCCN(C(=O)c2cccc(OC3CCN(S(C)(=O)=O)CC3)c2)C1 (stereo unspecified),-0.6,-2,1,6,-1.1,-0.2,0,1.3,0.3,0.2,-1
Cc1cc(C(=O)N/N=C/c2cccc3ccccc23)c(C)o1,-0.7,-5,0,11,-1.5,-0.2,-19,0.5,1.6,1.8,1
N#Cc1c(-c2ccc(Cl)cc2)ccnc1N1CCOCC1,-0.1,-102,-1,4,-2.1,1.1,-4,1.7,1.8,5.6,5
Cc1cc(C)c(NC(=S)N(CCN2CCCCC2)Cc2ccco2)c(C)c1,-1.2,-8,-4,-1,-1.4,-0.7,0,0.7,0.8,-2.8,-2
Cc1cc(C)c2nc(-c3ccccn3)cc(C(=O)N3CCCC3)c2c1,2.6,-303,-2,2,0.3,1.3,-6,0.4,2.8,-4.1,7
O=C(NC1CCCC1)c1cccc(S(=O)(=O)N2CCCCC2)c1,0.6,-8,-1,-1,-1.3,-0.6,1,-2.1,-0.5,0.5,-2
Cc1ccc(S(=O)(=O)NC2c3cccc4cccc(c34)C2Sc2ncccn2)cc1 (stereo unspecified),-0.8,17,2,-5,-1.5,-0.4,-13,-0.9,3.7,0.6,3
Nn1c(SCc2ccccn2)nncc1=O,-2.0,-5,-2,2,-1.4,0.2,4,1.3,1.9,-0.3,-1
Cc1[nH]c(SCC(=O)c2c(N)n(C)c(=O)n(C)c2=O)nc1Cc1ccccc1,2.2,0,1,-1,-0.6,-0.9,-12,0.3,0.2,-2.2,4
